DNMT1 inh: DNMT1 (human) enzyme inhibition; DNMT1 molecular beacon, Hinp1I cleavage, fluorescence; inhibition (reported as % activation of signal), % at 10 µM; 360,000 compounds, 0.83% hits; AID 588458; in the data active = inhibition above about 50%
Target sequence (P26358 504-1616 limits assumed): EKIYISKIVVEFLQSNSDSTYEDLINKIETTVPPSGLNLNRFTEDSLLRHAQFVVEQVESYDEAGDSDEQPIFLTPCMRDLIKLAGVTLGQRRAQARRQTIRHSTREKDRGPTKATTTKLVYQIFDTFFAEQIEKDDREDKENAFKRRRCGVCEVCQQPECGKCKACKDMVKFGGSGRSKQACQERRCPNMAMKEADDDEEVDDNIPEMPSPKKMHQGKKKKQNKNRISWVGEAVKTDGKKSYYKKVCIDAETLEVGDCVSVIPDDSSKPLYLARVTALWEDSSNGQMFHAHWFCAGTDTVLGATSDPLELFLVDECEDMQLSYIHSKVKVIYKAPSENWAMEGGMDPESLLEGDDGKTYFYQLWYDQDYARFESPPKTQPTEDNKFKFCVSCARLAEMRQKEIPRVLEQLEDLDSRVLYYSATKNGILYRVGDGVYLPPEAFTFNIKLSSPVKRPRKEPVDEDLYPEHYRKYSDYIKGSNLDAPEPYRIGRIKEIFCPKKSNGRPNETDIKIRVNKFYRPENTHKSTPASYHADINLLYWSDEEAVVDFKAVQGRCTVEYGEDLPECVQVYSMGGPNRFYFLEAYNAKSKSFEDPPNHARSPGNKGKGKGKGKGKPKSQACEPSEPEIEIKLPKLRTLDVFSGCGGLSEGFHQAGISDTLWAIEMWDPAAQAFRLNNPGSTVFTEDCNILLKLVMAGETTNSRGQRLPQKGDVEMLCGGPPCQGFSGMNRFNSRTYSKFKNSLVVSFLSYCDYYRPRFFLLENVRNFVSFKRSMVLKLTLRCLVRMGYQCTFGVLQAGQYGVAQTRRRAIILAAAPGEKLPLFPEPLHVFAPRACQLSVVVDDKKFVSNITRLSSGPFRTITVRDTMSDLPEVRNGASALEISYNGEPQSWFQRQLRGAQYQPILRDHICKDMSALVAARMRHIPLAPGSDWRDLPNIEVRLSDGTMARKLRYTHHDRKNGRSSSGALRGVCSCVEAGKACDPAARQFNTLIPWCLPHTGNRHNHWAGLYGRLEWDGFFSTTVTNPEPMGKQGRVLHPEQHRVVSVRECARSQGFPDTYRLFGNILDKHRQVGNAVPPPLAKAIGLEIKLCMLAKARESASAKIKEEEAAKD
LMPTP block: blocks human LMPTP phosphatase. inhibition, % at 20 µM. 360,000 compounds, 0.22% hits. recombinant LMPTP-A, OMFP fluorogenic substrate, fluorescence intensity;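 active = compounds that cut the enzyme signal by at least half of the control window in the single-dose screen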;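 also: plate controls were DMSO wells with enzyme plus substrate for no effect and substrate without enzyme for full effect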
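material = LMPTP-A | quantity = 0.625 nM enzyme | reagent = OMFP substrate, 400 µM final | buffer or medium = Bis-Tris pH 6.0, DTT, detergent | detection = endpoint fluorescence intensity from OMFP dephosphorylation | dosing = single 20 µM dose | read-out basis = % inhibition relative to no-enzyme and uninhibited control wells | control set = no-enzyme and uninhibited controls | timing = 50 min at room temperature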
STEP block: STEP (human) phosphatase inhibition; inhibition, % at 20 µM; AID 588621; P54829; recombinant STEP, OMFP fluorogenic substrate, fluorescence; 360,000 compounds, 0.25% hits;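 active = inhibition at 20 µM, scaled per plate between control wells, above about 37%, limit read from the data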;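 also: 0% = DMSO with enzyme and substrate and 100% = substrate only without enzyme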
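Assay system: isolated STEP enzyme / Timing: 20 min at room temperature, dark / Doses: 20 µM, 1% DMSO / Technique: fluorescence intensity, excitation 480 nm, emission 540 nm / Reagent: fluorogenic phosphatase substrate OMFP at 25 µM final / Measure: percent inhibition scaled to no-enzyme and uninhibited-enzyme controls, plate-pattern corrected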
Rin1-Abl PPI inh: blocks binding of human Rin1 to Abl. P00519+Q13671. TR-FRET Rin1/Abl binding, biochemical. inhibition, % at 7.35 µM. 360,000 compounds, 0.4% hits. AID 588664; in the data active = inhibition above about 5%, passing the limit was not always enough
SUMO1-SIM PPI: alters human SUMO1 binding to SIM partners; P63165; AID 602429; SUMO1 binding to a labelled peptide, TR-FRET, 1 h; 360,000 compounds, 0.33% hits; inhibition, % at 20 µM; in the data active = inhibition above about 37%
CSN inh: CSN deneddylation inhibition; Q92905; Purified CSN, SCF-Nedd8-OG deneddylation, fluorescence polarization; inhibition, % at 12.5 µM; 360,000 compounds, 0.38% hits;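 active = pattern-corrected inhibition above about 35%, with an unprinted fluorescence ratio check between 0.5 and 1.5, limit read from the data, passing the limit was not always enough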;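 also: 0% = enzyme with substrate and 100% = substrate without enzyme; some results filed as inactive read as strong as hits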
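Test system: Human Csn5 produced in HEK293T cells | Compound: 12.5 µM single point | Times: 90 min, room temperature | Signal: Fluorescence polarization readout | Read-out basis: % inhibition of substrate cleavage by Csn5 | Controls: no-enzyme wells high, enzyme-with-substrate wells low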
Scp1 inh: inhibitors of human Scp-1 phosphatase | Recombinant Scp1, phosphopeptide, malachite green phosphate absorbance | inhibition, % at 20 µM | 340,000 compounds, 0.88% hits | AID 493091 | Q9GZU7;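 active = inhibition above about 50% at 20 µM, limit read from the data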;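 also: plate controls were DMSO wells with enzyme for no effect and wells lacking enzyme for full effect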
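Test system: SCP-1 phosphatase catalytic domain, residues 76-261; measured by: colorimetric phosphate reagent with accelerator and stabiliser, absorbance at 630 nm; timing: enzyme reaction 45 min at room temperature, colour 5 min, stabilisation 30 min; also added: Phosphorylated 17-residue peptide substrate; compound dosing: one concentration, 20 µM, with 1.0% DMSO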
Rpn11 inh: inhibitors of human proteasome Rpn11; calls only at 20 µM; human 26S proteasome, Ub4-pepOG fluorescence polarization; 20S core pre-blocked with epoxomicin; 360,000 compounds, 0.59% hits; O00487;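 active = inhibition at 20 µM, scaled to each plate's controls, above about 33%, limit read from the data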
Neddylation inh: blocks human cullin neddylation; P61081+Q13564; TR-FRET cullin neddylation, biochemical; calls only at 25 µM; 360,000 compounds, 0.58% hits; AID 651699; in the data active = inhibition above about 36%
NadD block: blocks S. aureus nicotinate mononucleotide adenylyltransferase. purified NadD enzyme, colorimetric absorbance read-out. inhibition, % at 20 µM. 360,000 compounds, 0.78% hits. AID 602399; in the data active = inhibition above about 26%; also: some compounds past the cut are filed as inactive
* = called active by the depositor. Rows were taken by chance; overall some 3.8% were active at least once.

For CS(=O)(=O)c1nc(S(=O)(=O)c2ccc(Cl)cc2)c(N2CCN(CCO)CC2)s1 the results were DNMT1 inh -0.2, LMPTP block -2.1, STEP block -2.3, Rin1-Abl PPI inh -0.5, SUMO1-SIM PPI 1.0, CSN inh 6.8, Scp1 inh -1.1, Rpn11 inh inactive, Neddylation inh inactive and NadD block -5.3.
`COc1ccc(C2=Nn3c(nnc3-c3ccccc3F)SC2)cc1OC1CCOC1` (centres undefined) gave DNMT1 inh 1.8, LMPTP block 2.2, STEP block 0.4, Rin1-Abl PPI inh 2.6, SUMO1-SIM PPI -26.7, CSN inh 0.9, Scp1 inh 4.0, Rpn11 inh inactive, Neddylation inh inactive and NadD block 0.1.
`Cc1cc(Cl)ccc1OCC(=O)NCC(c1cccs1)N1CCOCC1` (centres undefined) gave DNMT1 inh 0.3, LMPTP block 0.1, STEP block -1.3, Rin1-Abl PPI inh 0.8, SUMO1-SIM PPI 4.4, CSN inh 5.3, Scp1 inh -7.6, Rpn11 inh inactive, Neddylation inh inactive and NadD block -0.2.
For CCN(C(=O)CSc1nnc2ccccn12)c1c(N)n(Cc2ccccc2)c(=O)[nH]c1=O the results were DNMT1 inh -5.5, LMPTP block -1.2, STEP block 0.8, Rin1-Abl PPI inh 0.7, SUMO1-SIM PPI -2.2, CSN inh -3.4, Scp1 inh -5.1, Rpn11 inh inactive, Neddylation inh inactive and NadD block -2.6.
For COc1cc(O)c(C(CC(=O)N2CCCC2)c2ccc3c(c2)OCO3)c(OC)c1 (centres undefined) the results were DNMT1 inh 0.5, LMPTP block -2.9, STEP block -1.8, Rin1-Abl PPI inh 0.5, SUMO1-SIM PPI 0.2, CSN inh -5.3, Scp1 inh -0.2, Rpn11 inh inactive, Neddylation inh inactive and NadD block -1.2.
For O=C(Nc1nnc(SCc2ccccc2)s1)c1cc2c(s1)CCCC2 the results were DNMT1 inh 1.7, LMPTP block 0.1, STEP block 6.0, Rin1-Abl PPI inh 1.2, SUMO1-SIM PPI -3.4, CSN inh 1.1, Scp1 inh -6.0, Rpn11 inh inactive, Neddylation inh inactive and NadD block 1.0.
For NC(=O)C1CCCN(C(=O)CN2C(=O)NC(c3ccccc3)(c3ccccc3)C2=O)C1 (centres undefined) the results were DNMT1 inh 0.6, LMPTP block -0.5, STEP block -1.4, Rin1-Abl PPI inh -1.2, SUMO1-SIM PPI 1.4, CSN inh -0.1, Scp1 inh -6.9, Rpn11 inh inactive, Neddylation inh inactive and NadD block 2.6.
CCOC(=O)c1cnn2c(C(F)F)cc(C3CC3)nc12 was read as DNMT1 inh 0.3, LMPTP block -0.1, STEP block 4.0, Rin1-Abl PPI inh -0.4, SUMO1-SIM PPI -0.9, CSN inh -2.0, Scp1 inh -17.8, Rpn11 inh inactive, Neddylation inh inactive and NadD block -2.1.
COCc1cc(C)nc(SCc2ccccc2Cl)c1C#N was read as DNMT1 inh -1.7, LMPTP block 4.4, STEP block 2.8, Rin1-Abl PPI inh -2.1, SUMO1-SIM PPI -3.3, CSN inh -0.9, Scp1 inh -7.3, Rpn11 inh inactive, Neddylation inh inactive and NadD block -7.4.
N[C@H]1C(O)O[C@H](CO)[C@@H](O)[C@@H]1O (some centres undefined) was read as DNMT1 inh 11.7, LMPTP block -0.9, STEP block -2.3, Rin1-Abl PPI inh -0.1, SUMO1-SIM PPI 0.0, CSN inh 0.9, Scp1 inh -8.8, Rpn11 inh inactive, Neddylation inh inactive and NadD block -3.2.
Screening COc1ccc(-c2cc(C(=O)N3CCN(c4cccc(C)c4C)CC3)c3ccccc3n2)cc1OC returned DNMT1 inh -12.7, LMPTP block 5.7, STEP block 2.4, Rin1-Abl PPI inh 1.7, SUMO1-SIM PPI -11.2, CSN inh -4.2, Scp1 inh -2.3, Rpn11 inh inactive and NadD block 7.1.
For O=C(O)c1ccc(CN2C[C@@H](CO)O[C@@H](n3cnc4c(NCc5ccc(F)cc5)ncnc43)C2)cc1 the results were DNMT1 inh 0.6, LMPTP block -1.9, STEP block 2.9, Rin1-Abl PPI inh -0.7, SUMO1-SIM PPI 5.5, CSN inh 0.6, Rpn11 inh inactive, Neddylation inh inactive and NadD block 3.3.
For O=S(=O)(/N=C(/NS(=O)(=O)c1ccccc1)c1ccccc1)c1ccccc1 the results were DNMT1 inh -0.3, LMPTP block -0.2, STEP block 1.8, Rin1-Abl PPI inh 2.0, SUMO1-SIM PPI 1.7, CSN inh 5.1, Scp1 inh -7.0, Rpn11 inh inactive, Neddylation inh inactive and NadD block -5.3.
CCOc1ccccc1OCC(=O)O was read as DNMT1 inh 1.4, LMPTP block -1.7, STEP block -1.8, Rin1-Abl PPI inh -0.2, SUMO1-SIM PPI -2.3, CSN inh -1.5, Scp1 inh 9.8, Rpn11 inh inactive, Neddylation inh inactive and NadD block 2.1.
For Cc1c(Br)c([N+](=O)[O-])nn1CCCC(=O)Nc1sc2c(c1C(N)=O)CCC(C)C2 (centres undefined) the results were DNMT1 inh -8.4, LMPTP block 1.0, STEP block 0.5, Rin1-Abl PPI inh -0.5, SUMO1-SIM PPI -1.5, CSN inh 4.8, Scp1 inh -6.5, Rpn11 inh inactive, Neddylation inh inactive and NadD block -5.2.
`O=[N+]([O-])c1ccc(N2CCCCCC2)c(S(=O)(=O)N2CCCCC2)c1` gave DNMT1 inh -0.4, LMPTP block 2.3, STEP block 1.2, Rin1-Abl PPI inh -2.3, SUMO1-SIM PPI -14.0, CSN inh -3.8, Scp1 inh -4.8, Rpn11 inh inactive, Neddylation inh inactive and NadD block 5.4.
`CCCCNC(=S)NCc1ccc2[nH]c(C)cc2c1` gave DNMT1 inh -15.5, LMPTP block 1.2, STEP block 1.2, Rin1-Abl PPI inh -1.1, SUMO1-SIM PPI -1.2, CSN inh -0.9, Scp1 inh -3.0, Rpn11 inh inactive, Neddylation inh inactive and NadD block 3.0.
`CC(C)(C)c1nc2ccccc2c2nnc(SCC(=O)Nc3nc4ccccc4s3)n12` gave DNMT1 inh 49.2, LMPTP block 0.8, STEP block 6.9, Rin1-Abl PPI inh 0.2, SUMO1-SIM PPI -1.1, CSN inh 6.0, Scp1 inh 4.2, Rpn11 inh active, Neddylation inh inactive and NadD block 6.1.
Screening O=C(O)CCc1ccc(-c2ccc(Cl)cc2)o1 returned DNMT1 inh 1.6, LMPTP block -1.2, STEP block -0.2, Rin1-Abl PPI inh 2.8, SUMO1-SIM PPI -5.8, CSN inh 1.7, Scp1 inh -0.1, Rpn11 inh inactive, Neddylation inh inactive and NadD block 1.4.
C/C(=N\NC(=O)c1ccn(C)n1)c1cccc(NC(=O)c2ccc(C)s2)c1 was read as DNMT1 inh 0.7, LMPTP block 0.8, STEP block -4.7, Rin1-Abl PPI inh -1.8, SUMO1-SIM PPI 12.2, CSN inh -0.3, Scp1 inh -7.1, Rpn11 inh inactive, Neddylation inh inactive and NadD block -3.6.

Part of the list above in order of SMILES length, rising:
COCc1cc(C)nc(SCc2ccccc2Cl)c1C#N was read as DNMT1 inh -1.7, LMPTP block 4.4, STEP block 2.8, Rin1-Abl PPI inh -2.1, SUMO1-SIM PPI -3.3, CSN inh -0.9, Scp1 inh -7.3, Rpn11 inh inactive, Neddylation inh inactive and NadD block -7.4.
`Cc1cc(Cl)ccc1OCC(=O)NCC(c1cccs1)N1CCOCC1` (centres undefined) gave DNMT1 inh 0.3, LMPTP block 0.1, STEP block -1.3, Rin1-Abl PPI inh 0.8, SUMO1-SIM PPI 4.4, CSN inh 5.3, Scp1 inh -7.6, Rpn11 inh inactive, Neddylation inh inactive and NadD block -0.2.
`COc1ccc(C2=Nn3c(nnc3-c3ccccc3F)SC2)cc1OC1CCOC1` (centres undefined) gave DNMT1 inh 1.8, LMPTP block 2.2, STEP block 0.4, Rin1-Abl PPI inh 2.6, SUMO1-SIM PPI -26.7, CSN inh 0.9, Scp1 inh 4.0, Rpn11 inh inactive, Neddylation inh inactive and NadD block 0.1.

(list continues)
CCOC(=O)C1C(=O)NC(c2ccccc2)=NC1c1ccc(Cl)cc1 (centres undefined) was read as DNMT1 inh 1.7, LMPTP block -0.1, STEP block -6.6, Rin1-Abl PPI inh -2.1, SUMO1-SIM PPI 0.3, CSN inh -0.4, Scp1 inh -4.3, Rpn11 inh inactive, Neddylation inh inactive and NadD block -2.6.
Screening Cc1ccc(-c2nn(CCC(N)=O)c(=O)c3ccccc23)cc1 returned DNMT1 inh -2.1, LMPTP block 0.4, STEP block -0.2, Rin1-Abl PPI inh 0.2, SUMO1-SIM PPI 5.5, CSN inh 1.1, Scp1 inh -4.5, Rpn11 inh inactive, Neddylation inh inactive and NadD block -4.9.
Nc1cc(Cl)ccc1Oc1ccc(Cl)cc1 was read as DNMT1 inh -9.6, LMPTP block 0.7, STEP block 8.5, Rin1-Abl PPI inh 7.6, SUMO1-SIM PPI 1.2, CSN inh -1.8, Scp1 inh 0.2, Rpn11 inh inactive, Neddylation inh inactive and NadD block -2.7.
Screening CCO/N=C1\C(=O)N(c2ccccc2)c2ccccc21 returned DNMT1 inh -1.1, LMPTP block 0.0, STEP block 2.4, Rin1-Abl PPI inh 3.4, SUMO1-SIM PPI -27.9, CSN inh -3.7, Scp1 inh -6.9, Rpn11 inh inactive, Neddylation inh inactive and NadD block -11.8.
COc1cccc(-c2cc(N3CCN(C(=O)c4ccoc4)CC3)n3nc(-c4cccc(Cl)c4)cc3n2)c1 was read as DNMT1 inh -5.3, LMPTP block 4.6, STEP block 0.5, Rin1-Abl PPI inh -4.6, SUMO1-SIM PPI -10.9, CSN inh 10.7, Rpn11 inh inactive, Neddylation inh inactive and NadD block 37.0*.
CC1CCN(S(=O)(=O)c2nnc(NC(=O)c3ccccc3Br)s2)CC1 was read as DNMT1 inh 1.0, LMPTP block 0.4, STEP block -1.5, Rin1-Abl PPI inh -1.0, SUMO1-SIM PPI 5.1, CSN inh 2.7, Scp1 inh 2.4, Rpn11 inh inactive, Neddylation inh inactive and NadD block 1.3.
`COc1ccc(NC(=O)c2ccc(COCC(F)(F)C(F)F)cc2)cc1` gave DNMT1 inh 5.3, LMPTP block 0.1, STEP block -1.9, Rin1-Abl PPI inh 0.7, SUMO1-SIM PPI -2.5, CSN inh 5.2, Scp1 inh 6.1, Rpn11 inh inactive, Neddylation inh inactive and NadD block -3.2.
`COc1ccc(OCc2n[nH]c(=S)n2N)cc1` gave DNMT1 inh -6.4, LMPTP block 2.5, STEP block 7.1, Rin1-Abl PPI inh -2.8, SUMO1-SIM PPI 1.4, CSN inh 4.3, Scp1 inh 5.5, Rpn11 inh inactive, Neddylation inh inactive and NadD block 14.4.
